# Screening data deposited in PubChem BioAssay by MTDP.
# RNase H inhibition – RNase H inhibition, HIV 1 Gag Pol polyprotein, FRET biochemical assay, screening (AID 372). HIV-1 RT RNase H, FRET RNA/DNA substrate fluorescence; higher % means a stronger effect. one-dose inhibition, % at 10 µM; IC50 in µM for titrated hits. 100,000 tested, 0.77% active; in the data active means inhibition above about 50%
# * hit, by the source's call; & = joins results of further samples.
molecule | RNase H inhibition
COC(=O)c1ccc(-n2c(C)cc(/C=N\Nc3ccc([N+](=O)[O-])cn3)c2C)cc1 | 21.0%
CC1=C(C(=O)OCCc2ccccc2)C(c2ccccc2F)C2=C(CC(c3ccc(Cl)cc3)CC2=O)N1 (stereo not given) | 12.0%
Cc1cc(C)nc(NS(=O)(=O)c2ccc(NC(=O)c3ccc(S(=O)(=O)N4CCOCC4)cc3)cc2)n1 | 4.0%
O=[N+]([O-])c1ccc(-c2nc(-c3ccc(Sc4ccccc4)cc3)c(-c3ccc(Sc4ccccc4)cc3)[nH]2)cc1 | 13.0%
O=c1cnnc(N/N=C/c2ccccc2Br)[nH]1 | 0.0%
Cc1cc(OCC(=O)Nc2ccc(Br)cc2)ccc1Cl | 13.0%
COc1cccc(NC(=O)COc2ccc(C(C)(C)C)cc2)c1 | 8.0%
CC1=C(C(=O)Nc2ccccc2C)C(c2ccc(C)cc2)NC(=S)N1 (stereo not given) | 9.0%
Cc1ccccc1/C=N/NC(=O)c1cccc(F)c1 | 4.0%
Cc1ccccc1-n1nc(-c2ccc(NC(=O)c3ccccc3)cc2)cc1NC(=O)c1ccccc1 | 17.0%
O=c1[nH]c(O)c(C=NCc2ccccc2)c(=O)[nH]1 | 2.0%
Cc1ccccc1NCC(=O)N/N=C\c1ccc(-c2ccc([N+](=O)[O-])cc2)o1 | 13.0%
Cc1ccc(C(=O)Nc2ccc(Cl)cc2)o1 | 8.0%
CCc1ccc(S(=O)(=O)Nc2ccc(OC(=O)c3ccc(C)cc3)cc2)cc1 | 21.0%
N#Cc1c2c(c(Nc3cccc(F)c3)n3c1nc1ccccc13)CCC2 | 19.0%
O=C(Nc1nnc(Cc2ccc(Cl)c(Cl)c2)s1)Nc1ccc(Cl)cc1Cl | 43.0%
CCN(CC)CCN1C(=O)C(O)=C(C(=O)/C=C/c2ccccc2)C1c1ccc(O)c(OC)c1 (stereo not given) | 3.0%
NC(=O)c1ccccc1N=Cc1cc(Br)ccc1O | 8.0%
CCN1C(=O)/C(=c2\sc3nc4ccccc4n3c2=O)c2ccccc21 | 0.0%
COc1cc(OC)cc(C(=O)Nc2ccc3oc(-c4ccccc4F)nc3c2)c1 | 15.0%
CCOC(=O)c1c(C)[nH]c(N=Nc2cccc([N+](=O)[O-])c2)c1C | 16.0%
O=C(O)c1cccc(N2C(=O)c3ccc(Oc4cccc([N+](=O)[O-])c4)cc3C2=O)c1 | 5.0%
CCOC(=O)c1c(NC(=O)c2ccc(OC)c(OC)c2)sc(C(=O)Nc2ccc(C)cc2C)c1C | 6.0%
CCOc1cc(-c2cc(C)c3c(ccc4ccccc43)n2)ccc1O | 15.0%
COc1ccccc1NC(=O)c1ccc2c(c1)C(=O)N(c1cccc(OC(C)=O)c1)C2=O | 19.0%
COc1ccc(CN2CCN(c3ccc(C(C)=O)cc3)CC2)cc1OC | 15.0%
COc1ccc(N(CC(=O)NCc2ccccc2)S(=O)(=O)c2ccccc2)cc1 | 4.0%
C/C(=N\Nc1nc(-c2ccccc2)nc(C)c1C)c1ccc(Cl)c(Cl)c1 | 0.0%
COc1ccc(-c2nc3cc(NC(C)=O)ccc3o2)cc1 | 7.0%
Cc1ccc(C)n1-c1ccc(Cl)cc1C(=O)O | 16.0%
Cc1cc(/C=C2/SC(=O)N(C)C2=O)c(C)n1C | 11.0%
Cc1cc(C)n(-c2nc(N(C)C)nc(N(C)C)n2)n1 | 12.0%
O=C1C(Nc2cccc(C(F)(F)F)c2)=C(N2CCOCC2)C(=O)c2ccccc21 | 5.0%
O=C(O)CCC(=O)Nc1ccc(F)cc1 | 4.0%
O=c1oc(/C=C\c2ccccc2)nc2ccc(Br)cc12 | 2.0%
O=C(N/N=C/c1ccco1)c1ccc(F)cc1 | 17.0%
COc1ccccc1N(CC(=O)Nc1ccc(C(C)C)cc1)S(=O)(=O)c1ccccc1 | 20.0%
O=C(CCN1C(=O)c2ccccc2C1=O)NC1CCCCCC1 | 6.0%
CCOc1ccc(OCC)c(N2C(=O)NC(=O)/C(=C\c3ccc4c(c3)OCO4)C2=O)c1 | 19.0%
CCOC(=O)c1c(NC(=O)c2ccc(Cl)cc2Cl)sc(C(=O)Nc2ccccc2C)c1C | 6.0%

# The last 2 compounds of the section before lead into the next.
molecule | RNase H inhibition
CCOc1ccc(OCC)c(N2C(=O)NC(=O)/C(=C\c3ccc4c(c3)OCO4)C2=O)c1 | 19.0%
CCOC(=O)c1c(NC(=O)c2ccc(Cl)cc2Cl)sc(C(=O)Nc2ccccc2C)c1C | 6.0%
Cc1ccc([N+](=O)[O-])cc1N1C(=O)C=CC1=O | 1.0%
CN1C(=O)c2ccc(S(=O)(=O)c3ccc(C(=O)O)cc3)cc2C1=O | 0.0%
O=C(NCCCO)/C(=C/c1ccc2c(c1)OCO2)NC(=O)c1ccc(Br)o1 | 4.0%
COc1ccc(N(C(=O)Nc2ccccc2Cl)C(CC(=O)C2CC2)c2ccccc2)cc1 (stereo not given) | 4.0%
CCOc1cc(C2C(C(=O)OCCOc3ccccc3)=C(C)NC3=C2C(=O)CC(c2ccc(Cl)cc2)C3)cc(Br)c1O (stereo not given) | 14.0%
CC(=O)CCc1c(C)[nH]c2ccc(N)cc2c1=O | 11.0%
CCOC(=O)c1ccc2[nH]c3c(c2c1)CCCC3O (stereo not given) | 18.0%
Cc1cc(Cl)cc(Cl)c1OCC(=O)Nc1ccc(Br)cn1 | 8.0%
CCOc1ccccc1/C=N/NC(=O)c1ccccc1[N+](=O)[O-] | 0.0%
CC(=O)N1CCN(c2ccc(Cl)cc2[N+](=O)[O-])CC1C (stereo not given) | 22.0%
CCOC(=O)CC(=O)Nc1c(C)cc(C)cc1C | 4.0%
CCOC(=O)c1sc2nccc3c2c1N=CN3c1ccccc1 | 5.0%
CC(=O)c1ccc(Nc2nc(-c3cc4ccccc4oc3=O)cs2)cc1 | 5.0%
Cc1ccc2nc(-c3ccc(N=Cc4ccc(Cl)c([N+](=O)[O-])c4)cc3)sc2c1 | 3.0%
COc1ccc(C(=O)Nc2cccc(NC(=O)c3ccc(Cl)cc3Cl)c2)cc1 | 6.0%
CC(C)(C)n1c(O)c(/C=C2\C=CC=N2)c(=O)[nH]c1=O | 8.0%
NS(=O)(=O)c1ccc(NC(=O)c2ccccc2[N+](=O)[O-])cc1 | 2.0%
CCOC(=O)C1=C(CC)NC2=C(C(=O)CCC2)C1c1ccccc1 (stereo not given) | 6.0%
COc1cc(Br)c(C2C(C(=O)OCC(C)C)=C(C)NC3=C2C(=O)CC(c2ccccc2)C3)cc1OC (stereo not given) | 23.0%
Cc1ccc(C(=O)N/C(=C\c2ccc(-c3cc(Cl)ccc3Cl)o2)C(=O)NCc2cccnc2)cc1 | 0.0%
O=[N+]([O-])c1ccc(O)c(C=Nc2cc(Cl)cc(Cl)c2)c1 | 8.0%
COc1cc(/C=C2\SC(N)=NC2=O)cc(I)c1OC | 21.0%
O=c1oc(-c2ccc(Cl)c(Cl)c2)nc2cc(Cl)ccc12 | 0.0%
CCCCOc1ccccc1C=C1C(=O)NC(=S)NC1=O | 12.0%
CCOc1cc(C=C2C(=O)NC(=O)NC2=O)cc(Cl)c1OCCOc1cc(C)cc(C)c1 | 12.0%
CCCC(=O)Nc1cc2nn(-c3ccc(C)cc3)nc2cc1C | 15.0%
CN1CCN(CCCCOc2ccc(Br)cc2)CC1 | 0.0%
S=c1[nH]nc(-c2cccc(Br)c2)n1-c1ccccc1 | 9.0%
CCCCCOC(=O)C1=C(C)N(C)C(=O)NC1c1ccc(Cl)cc1 (stereo not given) | 10.0%
CC(=O)CC(O)(c1ccccc1)C(F)(F)C(F)F (stereo not given) | 3.0%
CC1CCN(C(=O)c2cc3n(n2)C(C(F)(F)F)CC(c2ccccc2)N3)CC1 (stereo not given) | 13.0%
CCOc1ccc(N2C(=O)S/C(=C\c3ccccc3OC)C2=O)cc1 | 20.0%
COc1ccc(C2CC(=O)C3=C(C2)Nc2ccccc2NC3c2ccc3c(c2)OCO3)cc1 (stereo not given) | 12.0%
COC(=O)c1ccccc1NC(=O)C(C)C | 14.0%
Cc1ccc(SCC(=O)Nc2cccc(Br)c2)cc1 | 0.0%
CC(=O)Nc1ccc2c(c1)C1C=CCC1C(c1ccccc1[N+](=O)[O-])N2 (stereo not given) | 6.0%
Cc1nn(-c2ccccc2)c2c1C(c1ccccc1)C(C#N)=C(N)O2 (stereo not given) | 7.0%
O=C1NC(=S)N/C1=C\c1ccc(Br)c([N+](=O)[O-])c1 | 10.0%
Cc1[nH]c2ccccc2c1/C=N/Nc1ccccc1[N+](=O)[O-] | 30.0%
CCCCNCCCOc1ccccc1C | 0.0%

# 3 entries from above, with each value named:
O=c1oc(-c2ccc(Cl)c(Cl)c2)nc2cc(Cl)ccc12
- RNase H inhibition = 0.0%

CCCCOc1ccccc1C=C1C(=O)NC(=S)NC1=O
- RNase H inhibition = 12.0%

CCOc1cc(C=C2C(=O)NC(=O)NC2=O)cc(Cl)c1OCCOc1cc(C)cc(C)c1
- RNase H inhibition = 12.0%

# Returning to the listing with the two entries that preceded the break.
molecule | RNase H inhibition
Cc1[nH]c2ccccc2c1/C=N/Nc1ccccc1[N+](=O)[O-] | 30.0%
CCCCNCCCOc1ccccc1C | 0.0%
COc1ccc(N(CC(=O)Nc2ccc(Cl)cc2)S(C)(=O)=O)cc1 | 0.0%
CCOC(=O)c1sc(C)c2c(=O)n(CC(=O)c3ccc(Br)cc3)nnc12 | 7.0%
O=C(Nc1ccc(N=Cc2ccccc2O)cc1)c1ccccc1 | 4.0%
O=S(=O)(N/N=C/c1ccc2c(c1)OCCO2)c1ccccc1 | 17.0%
O=c1c([N+](=O)[O-])c(N2CCCCCC2)c2ccccc2n1-c1ccccc1 | 4.0%&14.0%
COc1ccc(NC(=O)c2c(NC(=O)c3ccccc3Cl)sc3c2CCC3)cc1 | 19.0%
CCOC(=O)c1sc(NC(=O)Nc2ccccc2)c(C(N)=O)c1C | 2.0%
CC1CCc2nc(NC(=O)c3ccc(S(=O)(=O)N4CCCc5ccccc54)cc3)sc2C1 (stereo not given) | 0.0%
CN(C)c1nc(-c2cccs2)cs1 | 7.0%
O=C(/C=C/c1cccc([N+](=O)[O-])c1)Nc1nc2ccccc2s1 | 47.0%
CSc1ccc(/C=C(/NC(=O)c2ccccc2)C(=O)N2CCOCC2)cc1 | 0.0%
CCN1C(=O)/C(=C\c2cc(Cl)ccc2OCCOc2cccc(OC)c2)SC1=S | 22.0%
CCOc1cc(/C=C2\SC(N)=NC2=O)ccc1OCc1ccc(Cl)c(Cl)c1 | 11.0%
COC(=O)c1ccc(N2C(=O)c3ccc(C(=O)Nc4ccc(Br)cc4)cc3C2=O)cc1 | 34.0%
CCOc1ccc(NC(=S)NC(NC(=O)c2ccc(Br)cc2)C(Cl)(Cl)Cl)cc1 (stereo not given) | 17.0%
CCOC(=O)C1CCN(C(=O)c2cccc(F)c2)CC1 | 10.0%
COc1ccc(C(=O)Nc2ccc(OC)cc2[N+](=O)[O-])c(OC)c1 | 18.0%
O=C(Nc1ccccc1C#Cc1ccccc1)C(c1ccccc1)c1ccccc1 | 8.0%
COc1ccc(CN2CCc3c([nH]c4ccccc34)C2)cc1C | 0.0%
COc1ccccc1CN1CCN(S(=O)(=O)c2ccc(Cl)cc2)CC1 | 23.0%
O=C(N/N=C\c1ccc(F)cc1)C(Nc1cc([N+](=O)[O-])ccc1O)c1ccccc1 (stereo not given) | 26.0%
O=S(=O)(Cc1ccccc1)N1CCN(c2ccccc2)CC1 | 0.0%
CC1=C(C(=O)OCCOC(C)C)C(c2coc3ccccc3c2=O)C2=C(CCCC2=O)N1 (stereo not given) | 12.0%
CC(NC(=O)c1ccc(I)cc1)c1ccccc1 (stereo not given) | 14.0%
Cc1ccc(/C=C(/C#N)c2nc(-c3cc4c(ccc5ccccc54)oc3=O)cs2)cc1 | 2.0%
CCOC(=O)C1=C(C)N=c2s/c(=C\c3ccccc3OCc3ccc(Cl)cc3Cl)c(=O)n2C1c1ccc2c(c1)OCO2 (stereo not given) | 5.0%
Cc1ccnc(NS(=O)(=O)c2ccc(NC(=O)c3cc(-c4ccc(Br)cc4)nc4ccccc34)cc2)n1 | 11.0%
COc1ccc2c(c1)OCC/C2=N\OC(=O)c1cc(F)c(F)cc1Cl | 42.0%
CCN(Cc1ccccc1)S(=O)(=O)c1c(C)cc(C)cc1C | 24.0%
COc1ccc(N(CC(=O)Nc2cccc3ccccc23)S(C)(=O)=O)cc1Cl | 16.0%
CC(=O)Nc1ccc(C(=O)Nc2ccc(NC(C)=O)cc2Cl)cc1 | 0.0%
N#Cc1ccccc1OCC(=O)N/N=C/c1ccccc1 | 6.0%
Cc1cc([N+](=O)[O-])ccc1NC(=O)/C=C/c1ccccc1Cl | 4.0%
O=[N+]([O-])c1ccccc1OCCOCCN1CCOCC1 | 6.0%
O=C(Nc1cccc(Br)c1)C1C2CCC3C(CCC21)C3(Cl)Cl (stereo not given) | 8.0%
COc1ccc2nc(N/C(N)=N/S(=O)(=O)c3ccc(C)cc3)nc(C)c2c1 | 5.0%
Cc1cccc(NC(=S)NC(=O)c2ccc([N+](=O)[O-])cc2)c1 | 10.0%
Cc1ccc(C(=O)Nc2ccc(C(N)=O)cc2)cc1[N+](=O)[O-] | 3.0%
NC(=O)CC(NC(=O)c1ccco1)C(=O)O (stereo not given) | 9.0%
CC(=O)ON1C(c2ccccc2)N=C(c2ccccc2)C1(C)C (stereo not given) | 3.0%
CCN(CC)CCn1c(NC(C)=O)nc2ccccc21 | 1.0%
COc1cc(Cl)c(C=C2C(=O)NC(=O)NC2=O)cc1OC | 4.0%
COc1ccc(N=Cc2ccc(CNS(=O)(=O)c3ccc(C)cc3)o2)c(OC)c1 | 10.0%
Cc1ccc(C)c(N(CC(=O)Nc2ccccc2C(F)(F)F)S(=O)(=O)c2ccccc2)c1 | 5.0%

# This is a subset; count on the stated rates, not on these rows.
